# TCR activator = activators of T cell receptors | Potency, µM (titrated, usually from 9.22 µM), for the others: at the highest dose activation of IL-2 secretion, hits mostly activators | 330,000 tested, under 10 active | AID 504894 | primary human leukocytes, anti-CD3, IL-2 HTRF, 48 h; further: % of control where 0% means no effect
#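 Activity was scored as IL-2 release from primary human leukocytes given only a TCR signal (a-CD3 beads) plus compound for 48 hr. Detection used a two-antibody HTRF format read at 665nm.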
# USP2a block = USP2a (human) protease inhibition | USP2 core, Ub-CHOP2 coupled fluorogenic reporter, 485/531 | Potency, µM (doses to about 38.3 µM), inactives show at the highest dose activity change, negative = inhibition, actives largely listed as inhibitors | 0.01% of 330,000 active | AID 463254;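 further: potency means the concentration at half of the fitted maximal effect; plate controls were DMSO wells for no effect and full inhibition by NEM control for full effect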
#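 Deubiquitinase activity read as fluorescence (485/531 nm) after Ub-CHOP2 cleavage activates the enterokinase reporter on its substrate; USP2 core 10nM, Ub-CHOP2 and substrate 25nM each, 30min compound preincubation then 60min RT; data normalized to NEM, curves fitted.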
# Eya2 inh = blocks the phosphatase activity of human Eya2; recombinant Eya2, OMFP fluorescence dephosphorylation (OMFP is methylfluorescein phosphate); Potency, µM (top dose mostly 76.9 µM), inactives show at the top dose activity, negative = inhibition, hits mostly inhibitors; 0.006% of 330,000 active; AID 488837; further: potency means the concentration at half of the fitted maximal effect; on the % scale 0 is the no-effect control and ±100 the full control effect
#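 Eya2 (0.2 uM) preincubated 10 min at ambient with compound, then OMFP substrate added at 50 uM; 10 min reaction in 50 mM HEPES pH 7.5, 50 mM NaCl, 5 uM MgCl2, 0.05% BSA, 1 mM DTT. Fluorescence read at Ex 485/Em 525 nm.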
# TRPV1 agonist = activates the human vanilloid receptor TRPV1; Q8NER1; TRPV1-expressing cells, Fluo-8 calcium influx, agonist mode; activation, % at 8.33 µM; 0.19% of 320,000 active; AID 540275; in the data active means activation above about 80%; inconclusive means between about 30% and that limit; further: 0% is about no effect
#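 TRPV1-expressing cells were cultured overnight at 35.5C and loaded with Fluo-8 calcium dye for 40 to 90 min at room temperature. After a 10 s baseline, compound was added and calcium influx was read kinetically for 3 min (ex 480/em 520 nm).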
# KCNH2 3.1 inh = inhibitors of human KCNH2 3.1 potassium channel isoform; activity change, % (tested at about 1.8 µM); 0.95% of 340,000 active; U2OS KCNH2 3.1, thallium flux FluxOr; stronger effect = lower value;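 active means maximum activity change below -70%; inconclusive means maximum activity change from -70% to -50%; inactive means maximum activity change above -50%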;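 further: thallium influx rate constant from kinetic fluorescence after stimulation buffer; on the % scale 0 is the no-effect control and ±100 the full control effect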
#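 Thallium flux via FluxOr fluorescence (Red40 quencher, 45 min loading) in U2OS cells virally expressing the KCNH2 3.1 isoform (1.77 x 10^8 /mL virus, overnight at 37 C). Rate constants from 2-min kinetic reads post-stimulation, normalised to positive and negative controls.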
# AT treatment = candidate therapy for ataxia-telangiectasia; 0.19% of 320,000 active; […] A-T fibroblasts, KAP-1 phosphorylation AlphaLISA; neocarzinostatin DNA damage 30 min before lysis; Potency, µM (highest dose often 57.5 µM), without a hit: top-dose activation, hits mostly activators; further: potency means the concentration at half of the fitted maximal effect; % of control where 0% means no effect; nearly all actives have a fitted effect of over 45% in size
#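 ATM-like activity read as KAP-1 phosphorylation via AlphaLISA donor/acceptor antibody pairs after lysis and 6 hr at 25C. Cells were ATM-null patient fibroblasts ([…], hTERT), dosed 60 min, then exposed to the DSB inducer NCS for 30 min.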
# Mito fusion yeast = mitochondrial division inhibition or fusion activation | Potency, µM (doses to about 46.1 µM), without a hit: at the top dose growth rescue (activation), hits mostly activators | AID 485298 | 0.23% of 320,000 active | S. cerevisiae fusion-defective mutant growth rescue, CellTiterGlo 48 h;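 further: potency means the concentration at half of the fitted maximal effect; % of control where 0% means no effect; nearly all actives have a fitted effect of over 45% in size; temperature-sensitive fusion mutants such as fzo1-1 at 37 °C on non-fermentable ethanol glycerol medium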
#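 Yeast fusion mutant, YPEG (non-fermentable carbon), compound, 48 h at 37C non-permissive; CellTiterGlo added, 10 min RT, luminescence read. Rescued growth = division inhibition.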
# hERG WT inh = inhibitors of human wildtype KCNH2 potassium channel; U2OS, BacMam KCNH2, thallium flux FluxOr; stronger effect = lower value; activity change, % at 1.84 µM; Q12809; 0.37% of 340,000 active;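 active means maximum activity change below -70%; inconclusive means maximum activity change between -70% and -50%; inactive means maximum activity change above -50%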; further: on the % scale 0 is the no-effect control and ±100 the full control effect
# Target sequence (Q12809 whole entry, looked up): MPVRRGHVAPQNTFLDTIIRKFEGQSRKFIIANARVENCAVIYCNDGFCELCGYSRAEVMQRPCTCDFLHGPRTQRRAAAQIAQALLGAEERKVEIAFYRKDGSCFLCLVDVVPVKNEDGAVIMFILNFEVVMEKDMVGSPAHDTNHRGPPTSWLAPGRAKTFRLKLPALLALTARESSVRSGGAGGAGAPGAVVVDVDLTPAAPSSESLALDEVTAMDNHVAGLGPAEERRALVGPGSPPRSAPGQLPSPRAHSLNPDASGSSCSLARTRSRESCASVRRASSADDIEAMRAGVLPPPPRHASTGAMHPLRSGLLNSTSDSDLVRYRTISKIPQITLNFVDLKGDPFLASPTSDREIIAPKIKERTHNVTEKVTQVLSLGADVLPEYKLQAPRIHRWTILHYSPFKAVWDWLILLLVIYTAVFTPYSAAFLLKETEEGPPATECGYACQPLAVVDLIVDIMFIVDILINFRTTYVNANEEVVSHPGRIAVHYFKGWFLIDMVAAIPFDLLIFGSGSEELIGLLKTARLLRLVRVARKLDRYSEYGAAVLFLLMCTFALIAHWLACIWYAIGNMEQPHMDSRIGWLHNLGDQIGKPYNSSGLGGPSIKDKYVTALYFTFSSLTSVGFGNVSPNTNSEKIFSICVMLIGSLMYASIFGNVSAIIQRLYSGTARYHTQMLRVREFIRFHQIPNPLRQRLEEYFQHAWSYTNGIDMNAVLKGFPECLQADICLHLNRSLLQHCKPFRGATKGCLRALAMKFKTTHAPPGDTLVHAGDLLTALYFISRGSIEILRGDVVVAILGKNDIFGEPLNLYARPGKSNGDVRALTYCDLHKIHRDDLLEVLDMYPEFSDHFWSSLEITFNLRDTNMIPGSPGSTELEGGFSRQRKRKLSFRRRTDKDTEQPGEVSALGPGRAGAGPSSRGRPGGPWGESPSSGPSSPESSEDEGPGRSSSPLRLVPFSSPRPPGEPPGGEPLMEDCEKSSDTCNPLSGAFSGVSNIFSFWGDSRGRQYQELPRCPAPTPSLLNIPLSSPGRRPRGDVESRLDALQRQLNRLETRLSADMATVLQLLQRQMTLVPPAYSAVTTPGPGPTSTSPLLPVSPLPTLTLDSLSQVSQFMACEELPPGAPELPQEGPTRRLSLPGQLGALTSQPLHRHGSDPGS
#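 U2OS cells were transduced with wild-type KCNH2 virus (2.03 x 10^8 / mL) for 4 h at room temperature, then cultured overnight at 37 C. Thallium flux was read with FluxOr dye. Rate constants were normalized to DMSO controls.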
# ELG1 DNA repair = inhibitors of ELG1-dependent DNA repair in HEK293T cells; HEK293T ELG1-luciferase reporter, luminescence, 16 h; DNA damage induced by 5-fluorouridine; Potency, µM (top dose mostly 46.1 µM), for inactives: at the highest dose activity change, negative = inhibition, hits mostly inhibitors; 2.3% of 330,000 active; AID 504467; further: potency means the concentration at half of the fitted maximal effect; on the % scale 0 is the no-effect control and ±100 the full control effect; nearly all actives have a fitted effect of over 55% in size
#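 Quantitative HTS, concentration-response format. 2,000 cells/well co-treated with 5-fluorouridine and compound, 16 hr in 5% CO2 at 37 °C; ONE-Glo luminescence read after 30 min.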
# TSHR antagonist = human thyrotropin receptor antagonism; P16473; TSHR-expressing cells, TSH-stimulated cAMP HTRF, 2 h; stronger effect = lower value; activity change, negative = inhibition, % at 11.5 µM; 0.2% of 330,000 active;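 active means activity change below a set negative limit, meaning inhibition stronger than a set level, cut at about -70% in these data; inconclusive means activity change between two set negative limits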; further: on the % scale 0 is the no-effect control and ±100 the full control effect
#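 Freshly harvested TSHR cells receive pin-tooled compound, then EC80 TSH at 4nM final. After 2 hours at 37 deg C, antibody in lysis buffer and cAMP-d2 are added; 30 minutes at ambient temperature precede the HTRF read.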
# * = called active by the depositor; ? = inconclusive; nt = no result given; [ ] = another dose, or the depositor's remark. Unless noted, the call rests on the fitted dose curve; in most records, active means well fitted curve in the direction sought with a large enough effect; inconclusive means small, poorly fitted or top-dose-only effect, or another doubt; inactive means no such curve, though single readings can be large; an effect the other way counts as inactive or inconclusive.
SMILES,TCR activator,USP2a block,Eya2 inh,TRPV1 agonist,KCNH2 3.1 inh,AT treatment,Mito fusion yeast,hERG WT inh,ELG1 DNA repair,TSHR antagonist
CCC(C)(C)NC(=O)C(c1cccc(OC)c1OC)N(Cc1ccccc1)C(=O)CCC(=O)Nc1cc(C)on1 (stereo not drawn),4%,0%,-10%,3,1,4%,1%,-6,-9%,-3
O=C(CN1CCC(Cc2ccccc2)CC1)NC(=O)NCc1ccccc1,-5%[46.1 µM],4%,8%,27,-7,6%,5%,-9,-2%,1
O=C(c1ccco1)n1nc(-c2ccccc2)nc1NCc1ccco1,0%,2%,10%,23,-13,7%,1%,4,?,-7
O=C(c1cc([N+](=O)[O-])ccc1N1CCOCC1)N1CCN(S(=O)(=O)c2ccc(F)cc2)CC1,12%,4%,8%,0,6,1%,4%,-4,4%,7
COc1cccc(/C=N/Nc2nnc(C)n2N)c1O,4%,-4%,0%,-1,-8,5%,-6%,3,-3%,11
COc1ccc([N+](=O)[O-])cc1NC(=O)Cc1ccc(Cl)cc1,-7%,6%,3%,-2,-3,4%,16%,0,-21%,-4
CC1=NN(c2ccccc2)C(=O)C1/C=C1/NC(=S)NC1=O (stereo not drawn),-6%,3%,-9%,0,41,2%,-4%,3,-1%,-11
CC(NC(=O)CSc1nc(=O)cc(N)n1-c1ccccc1)c1ccccc1 (stereo not drawn),-10%[46.1 µM],-1%,0%,0,-11,2%,-2%,-2,7%,-2
O=C(NC1=NCCS1)c1sc2cc(Cl)cc(Cl)c2c1Cl,-2%[46.1 µM],2%,1%,-1,-9,1%,?,-9,25%,-7
O=C(CN(CC1CCCO1)C(=O)CNS(=O)(=O)c1ccc(F)cc1)NCc1ccco1 (stereo not drawn),1%,0%,11%,-3,-4,-9%,-7%,3,-11%,7
COc1ccc(S(=O)(=O)N2CCOc3ccccc32)cc1,1%,2%,-1%,-2,-4,-2%,13%,2,?,-5
CCOc1ccc(C(F)(F)F)cc1NC(=O)COc1ccc(C(F)(F)F)cc1[N+](=O)[O-],-1%,0%,16%,0,0,6%,-1%,-18,-2%,-7
O=C(N1CCCCC1)N1CCN(S(=O)(=O)c2cccc([N+](=O)[O-])c2)CC1,-5%,2%,-6%,1,1,-2%,4%,6,-1%,-9
COc1ccccc1NC(=S)NC12CN3CN(CN(C3)C1)C2,-3%,2%,-11%,-3,8,-3%,7%,5,7%,8
COC(=O)[C@@]1(Cc2ccc(F)cc2)[C@H]2c3cc(C(=O)N(C)C)n(Cc4ccccc4)c3C[C@H]2CN1C(=O)c1ccccc1,-3%,1%,-6%,7,-8,-2%,?,-21,-19%,-1
O=C(COC(=O)c1nc(Cl)ccc1Cl)c1ccccc1Cl,5%,2%,-29%,23,-2,-17%,-2%,-1,-12%,-2
O=C1OC[C@H]2CCCC[C@@H](CO)ON12,0%[46.1 µM],0%,-1%,nt,9,4%[11.5 µM],nt,2,20%,-1
CCc1ccc(OCCCCCn2ccnc2)cc1,nt,3%,3%,8,-4,-1%,-11%,-2,3%,3
COc1ccc(N(CC(=O)NCc2ccccn2)S(=O)(=O)c2ccccc2[N+](=O)[O-])c(OC)c1,-1%,5%,3%,0,-9,-4%,1%,0,-3%,-5
CCCC(=O)N1CCN(c2ccc(NC(=O)c3cc4ccccc4o3)cc2Cl)CC1,5%,-2%,-14%,1,-90*,-6%,?,?,2.3µM*,-87*
CCCCN(CC)CCNC(=O)CN(C)S(=O)(=O)c1ccc2c(c1)c(=O)n(C)c(=O)n2C,-3%,0%,14%,-4,-17,2%,-2%,5,16%,28
Cc1cc(C)n(CC(=O)NNC(=O)c2cncc(Br)c2)n1,4%,-1%,-12%,nt,5,9%,nt,1,-6%,-4
CCC(=O)Nc1nc(C)c(-c2csc(Nc3ccc(S(=O)(=O)Nc4cc(C)on4)cc3)n2)s1,nt,-4%,1%,0,nt,-3%,1%,nt,24%,-2
CCCCCNc1nc2ccccc2nc1NS(=O)(=O)c1cccs1,-1%,2%,-12%,3,-3,-1%,6%,-1,-9%,-1
CCOc1ccc(OCC(=O)N(CCC2=CCCCC2)c2c(N)n(Cc3ccccc3)c(=O)[nH]c2=O)cc1,nt,0%,12%,0,nt,1%,-3%,nt,?,-2

# Additional results.
SMILES,TCR activator,USP2a block,Eya2 inh,TRPV1 agonist,KCNH2 3.1 inh,AT treatment,Mito fusion yeast,hERG WT inh,ELG1 DNA repair,TSHR antagonist
C[C@@H](C(=O)N[C@H](C(=O)O)c1ccccc1)n1nnc2ccccc2c1=O,-6%[46.1 µM],3%,0%,-3,3,5%,-8%,3,-10%,-2
COCCC(=O)N1CCC(Oc2ccc(C(=O)N3CCCCC3COC)cc2)CC1 (stereo not drawn),-8%,-7%,-8%,1,0,5%,-7%,-1,6%,1
CC(C)(C)c1ccc(-c2n[nH]c(=S)n2Cc2ccccc2)cc1,-3%,-10%,-11%,-2,1,26%,10%,-13,0%,-32
Cc1cc(C(=O)COC(=O)[C@H](C)NC(=O)c2ccco2)c(C)n1Cc1ccco1,0%,6%,8%,4,-6,0%,1%,-3,?,-4
O=C(CSc1nc2nccnc2c(=O)n1Cc1cccs1)Nc1ccccc1,-3%,2%,1%,2,-14,2%,-3%,-3,-1%,5
Cn1c(=O)c2c(ncn2CC(N)=O)n(C)c1=O,-1%,1%,-4%,-1,4,0%,1%,8,5%,11
COc1ccccc1CN(C)CC(=O)Nc1ccc(Cl)cc1F,8%,0%,-15%,?,-4,12%,1%,11,?,-6
COc1ccc(NC(=O)COC(=O)c2cc([N+](=O)[O-])ccc2N2CCOCC2)cc1,-9%,1%,-1%,9,-7,-4%,-6%,-4,4%,-2
O=C(COC(=O)C1CC2CCCC(C1)C2=O)Nc1ccc(F)c(Cl)c1 (stereo not drawn),nt,1%,4%,nt,-16,-1%,nt,-12,12%,-3
CC(=O)Nc1ccc(Nc2nc(C)cc(C)n2)cc1,-4%,-1%,?,-7,-9,-2%,0%,-1,1%,-9
CN(C)S(=O)(=O)c1ccc(F)c(C(=O)Nc2ccccc2C(=O)NC2CC2)c1,-2%,2%,12%,4,-1,5%,-2%,-2,-2%,-1
CCN(CC)Cc1csc2ccc(Br)cc12,2%,-1%,16%,12,nt,0%,-1%,-1,1%,-11
COc1ccc(C/C(N)=N/OC(=O)Cc2ccccc2)cc1OC,4%,-1%,11%,?,-5,0%,0%,4,?,-2
COC(=O)c1ccc(CSc2ccc3nnc(-c4ccc(F)cc4)n3n2)o1,5%,4%,-17%,21,1,10%,23%,nt,-6%,-5
CCOc1ccccc1N=Cc1c(O)n(C)c(=O)n(C)c1=O,5%,2%,1%,5,-2,4%,-1%,3,-2%,-6
COc1cc(NC(C)CCCN)c2ncccc2c1Oc1ccccc1 (stereo not drawn),-7%[46.1 µM],-2%,0%,5,-3,-6%,-9%,2,-6%,10
Cc1ccc(-c2noc(CN3CCN(Cc4ccccc4)CC3)n2)cc1,-1%[46.1 µM],-1%,-22%,13,3,0%,2%,-7,-2%,-3
Cc1[nH]c2ccccc2c1/C=N/Nc1ccccn1,nt,-2%,5%,3,nt,-1%,11%,nt,2%,-6
Cc1cc(NC(=O)CSc2nnc(-c3ccco3)n2CC2CCCO2)no1 (stereo not drawn),3%,-7%,2%,5,3,-3%,2%,6,1%,6
Cc1csc(SCC(=O)NCc2ccccc2)n1,3%,3%,-10%,3,8,4%,-5%,0,13%,6
C#CC(C)(CC)NC(=O)Cn1nnc(-c2cccc(C(F)(F)F)c2)n1 (stereo not drawn),0%,-2%,-17%,24,nt,-1%,-7%,6,?,1
COc1c(O[C@@H]2O[C@H](CO)[C@@H](O)[C@H](O)[C@H]2O)cc2c(c1OC)-c1ccc(SC)c(=O)cc1C(NC(C)=O)CC2 (stereo partly drawn),3%,1%,9%,4,3,26%,15%,8,1%,26
Cc1cccc(C)c1Nc1nnc(SCc2nc3ccccc3s2)s1,0%[46.1 µM],0%,0%,3,8,-1%,?,-18,?,-1
Cc1nc2ccccn2c1C(=O)N=Nc1c(O)n(CCC(C)C)c2ccccc12,-2%[46.1 µM],-4%,9%,10,9,1%,9%,-5,9.2µM*,0
Oc1cc2c(cc1C(c1ccc(Cl)c(Cl)c1)N1CCCC1)OCO2 (stereo not drawn),-2%,2%,3%,15,4,1%,0%,-1,-11%,9
FC(F)(F)c1nc(SCc2ccc(Cl)cc2Cl)n[nH]1,-5%,1%,-7%,4,-16,-3%,?,-1,13%,-28
C[N+](C)(C)CCCCCC(=O)/C=N/O,-6%[46.1 µM],-2%,0%,1,2,-1%,-3%,-15,14%,10
COc1cccc(-c2nnc(SCC(=O)Nc3cc(C)ccc3OC)n2N)c1,0%,0%,13%,-1,-7,-11%,0%,2,0%,-3

# The list is partial. The share of hits here may be higher or lower than overall.
